Bioassay records: PubChem, NMMLSC
RGS7-Gao reg: human RGS7-Galphao interaction regulation. P09471. Multiplexed bead flow cytometry, RGS7-Galphao binding; actives lie on both sides. binding response (% of control), % at 10 µM. 0.35% of 220,000 active. AID 1439; in the data active = binding response below about 49% or above about 150%; inconclusive = no clear call, values can overlap the other calls; inactive = in between;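 note: fluorescent Galphao held in activated GDP-AlF4 state binding bead-coupled RGS7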
RGS4-Gao reg: human RGS4-Galphao interaction regulation | 0.33% of 220,000 active | AID 1415 | binding response (% of control), % at 10 µM | Multiplexed bead flow cytometry, RGS4-Galphao binding; actives lie on both sides | P09471; in the data active = binding response below about 49% or above about 150%; inactive = in between;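 note: fluorescent Galphao activated with aluminum fluoride binding bead-coupled RGS4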
Bcl-2 Bim block: human Bim-Bcl-2 interaction inhibition. P10415. Bead-based flow cytometry, Bim peptide-Bcl-2 binding. inhibition, % at 10 µM. 0.06% of 190,000 active. AID 950; in the data active = inhibition above about 40%; inconclusive = no clear call, values can overlap the other calls;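 note: 0% = no compound wells with probe peptide and 100% = reference peptide inhibitor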
Target sequence (P10415 whole entry, looked up): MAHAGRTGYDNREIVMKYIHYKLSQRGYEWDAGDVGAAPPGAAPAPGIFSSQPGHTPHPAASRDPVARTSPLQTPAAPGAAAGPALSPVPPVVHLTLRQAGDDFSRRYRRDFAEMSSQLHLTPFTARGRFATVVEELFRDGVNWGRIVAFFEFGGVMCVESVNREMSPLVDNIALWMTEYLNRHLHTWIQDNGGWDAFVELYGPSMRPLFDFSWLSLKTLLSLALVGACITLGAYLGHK
RGS8-Gao: regulators of human RGS8-Galphao interaction; AID 1423; multiplexed bead flow cytometry, RGS8-Galphao binding; actives lie on both sides; P09471; response (percent of control binding), % at 10 µM; 0.34% of 220,000 active; in the data active = response below about 60% or above about 140%; inactive = in between;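 note: Galphao activated as the GDP aluminium fluoride complex binding bead-coupled RGS8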
ABCB1 block: inhibitors of human ABCB1 transporter, ABCG2 counter-screen; P08183; CCRF-Adr cells, JC-1 efflux, flow cytometry; inhibition, % at 6.6 µM; 0.067% of 190,000 active; in the data active = inhibition above about 40%;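 note: 0% = vehicle and 100% = reference inhibitor; higher value means more JC-1 retained so stronger ABCB1 efflux block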
ABCG2 block: inhibitors of human ABCG2 transporter, ABCB1 counter-screen. inhibition, % at 6.6 µM. Q9UNQ0. 0.1% of 190,000 active. IgMXP3 cells, JC-1 efflux, flow cytometry;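 active = inhibition above 80%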;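 note: 0% = DMSO and 100% = nicardipine control wells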
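System: two drug-resistant human cell lines, ABCG2 and ABCB1; controls: nicardipine high and DMSO low controls; times: 10 min exposure at 25 °C with rotation, no wash; detection: flow cytometry of retained JC-1 fluorescence; read-out basis: percent efflux inhibition, scaled nicardipine 100% to DMSO 0%; doses: one concentration, 6.6 µM final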
Bim-Bcl-B: human Bim-Bcl-B interaction inhibition. Q9HD36. bead-based flow cytometry, Bim peptide-Bcl-B binding. inhibition, % at 10 µM. 0.073% of 190,000 active;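 note: 0% = tracer peptide without compound and 100% = reference inhibitor peptide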
Target sequence (Q9HD36 whole entry, looked up): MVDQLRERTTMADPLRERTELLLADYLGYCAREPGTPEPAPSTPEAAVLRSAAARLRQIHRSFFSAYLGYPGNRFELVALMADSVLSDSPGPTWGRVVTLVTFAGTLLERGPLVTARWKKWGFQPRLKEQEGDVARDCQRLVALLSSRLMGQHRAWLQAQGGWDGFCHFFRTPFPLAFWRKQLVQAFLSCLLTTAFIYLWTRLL
Mcl-1 Bim block: human Bim-Mcl-1 interaction inhibition. 0.1% of 190,000 active. inhibition, % at 10 µM. Bead-based flow cytometry, Bim peptide-Mcl-1 binding. Q07820;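 note: 0% = no compound tracer wells and 100% = peptide blocker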
Target sequence (Q07820 whole entry, looked up): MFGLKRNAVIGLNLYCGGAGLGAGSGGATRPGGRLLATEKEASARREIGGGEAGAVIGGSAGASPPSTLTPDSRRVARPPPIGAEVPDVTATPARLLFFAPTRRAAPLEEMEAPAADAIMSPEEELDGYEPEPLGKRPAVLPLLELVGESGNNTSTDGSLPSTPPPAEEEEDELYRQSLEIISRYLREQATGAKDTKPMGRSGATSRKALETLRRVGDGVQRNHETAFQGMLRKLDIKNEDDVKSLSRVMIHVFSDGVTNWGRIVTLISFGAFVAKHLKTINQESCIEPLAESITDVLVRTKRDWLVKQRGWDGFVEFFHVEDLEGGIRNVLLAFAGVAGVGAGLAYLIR
Bcl-W Bim block: human Bim-Bcl-W interaction inhibition. inhibition, % at 10 µM. 0.02% of 190,000 active. bead-based flow cytometry, Bim peptide-Bcl-W binding;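 note: 0% = bound tracer without compound and 100% = peptide blocker; higher means less fluorescent Bim peptide bound to Bcl-W beads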
Bfl-1 Bim block: disrupts Bim binding to human Bfl-1; inhibition, % at 10 µM; Bead-based flow cytometry, Bim-Bfl-1 binding inhibition; Q16548; 0.12% of 190,000 active; AID 1008;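 note: 0% = wells without compound plus tracer and 100% = blocker peptide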
Bim-Bcl-XL: inhibitors of Bim-Bcl-XL interaction, human | Q07817 | Bim peptide-Bcl-XL binding, bead flow cytometry, fluorescence | inhibition, % at 10 µM | 0.04% of 190,000 active | AID 1007
Target sequence (Q07817 whole entry, looked up): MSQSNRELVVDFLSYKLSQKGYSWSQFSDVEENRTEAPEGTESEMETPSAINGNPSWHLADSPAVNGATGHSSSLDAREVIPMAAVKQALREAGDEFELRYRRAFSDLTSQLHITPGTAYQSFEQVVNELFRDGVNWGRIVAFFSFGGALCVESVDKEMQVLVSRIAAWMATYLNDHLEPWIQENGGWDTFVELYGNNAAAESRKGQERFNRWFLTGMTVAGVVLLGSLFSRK
Starred values were filed as active, the others as inactive; ? = inconclusive; . = no result given; [ ] = dose if it differs, or a comment. Cut-off read from the data, not from the text of the source, unless noted: active = inhibition above about 40%.

SMILES	RGS7-Gao reg	RGS4-Gao reg	Bcl-2 Bim block	RGS8-Gao	ABCB1 block	ABCG2 block	Bim-Bcl-B	Mcl-1 Bim block	Bcl-W Bim block	Bfl-1 Bim block	Bim-Bcl-XL
COc1ccc(-c2ccc(S(=O)(=O)n3nc(OC(=O)c4cccs4)cc3N)cc2)cc1	111	107	-4	104	0.5	2	0	-6	-4	1	-2
Cn1c(SCC(=O)N2CCCCCC2)nc2c([nH]c3ccccc32)c1=O	101	103	-5	99	0.4	1	-5	-6	-8	-6	-12
CCCCC(CC)CN1C(=O)/C(=C/c2ccncc2)SC1=S (stereo not drawn)	103	106	-8	105	-0.3	0	-6	-3	0	-7	0
Cc1cc(C)c(NC(=O)CN(C2CCCCC2)C2CCCCC2)c(C)c1	97	102	0	100	.	.	-1	5	5	-10	0
CCc1c(C)nc2cc(-c3ccc(OC)c(OC)c3)nn2c1NCC1CC1	100	102	2	101	1.5	4	1	-1	-3	0	-2
Cc1ccc(-c2nc3cnccn3c2Nc2ccccc2)o1	97	100	-2	96	0.3	0	-5	-2	3	2	-2
COc1ccc(/C=C\c2cc(OC)c(OC)cc2CC[N+](C)(C)C)cc1OC	100	100	-1	102	0.0	-1	-3	0	1	-4	-2
COc1cc(Cl)c(C)cc1NC(=S)NN	105	89	-5	91	-1.2	6	-56	-13	-3	10	-14
CC(=O)Nc1ccc(S(=O)(=O)NCC(=O)OCC(=O)N2CCc3ccccc32)cc1	100	99	-3	100	0.0	0	-1	-1	0	-1	-1
Cc1ccc(NC(=O)N(Cc2cccnc2)Cc2ccco2)cc1C	103	100	-4	100	1.0	6	-3	0	-4	-1	-2
CSc1ccc(S(=O)(=O)NCc2ccc(Cl)cc2)cc1	101	100	-9	100	0.8	4	-9	-3	-1	-14	-9
O=C(Nc1nc(-c2cccc3ccccc23)cs1)c1ccc2c(c1)S(=O)(=O)c1ccccc1C2=O	101	96	2	100	-0.4	-1	-6	0	-1	2	0
Cc1ccccc1NC(=O)CSCc1nc(N)nc(Nc2ccccc2C)n1	103	107	0	98	0.6	6	1	27	10	3	2
Cc1ccc2nc(NC(=O)Cn3nc(C)c([N+](=O)[O-])c3C)sc2c1	93	97	-11	102	0.6	-1	-6	-4	-3	-17	-5
O=C(NCc1ccco1)c1ccc2c(c1)C(=O)N(Cc1ccccc1)C2=O	95	96	-10	99	1.1	7	-10	0	0	-12	-5
O=C(Nc1ccc(S(=O)(=O)Nc2nccs2)cc1)/C(=C/c1ccccc1Cl)NC(=O)c1ccccc1	104	100	-4	100	-1.6	-7	-4	-12	-3	-15	-8
CC(=O)c1cccc(NC(=O)c2ccc(NS(=O)(=O)c3c(C)noc3C)cc2)c1	95	91	-14	97	0.0	9	-10	-6	-1	-18	-5
COC(=O)c1c(-c2cc(C)ccc2C)csc1NC(=O)C1CC=CCC1C(=O)O (stereo not drawn)	100	99	2	102	-0.1	0	0	1	-1	1	-2
COC(=O)c1cc(OC)c(OC)cc1NC(=O)c1ccc(C)cc1	101	89	-10	95	2.5	58	-5	-3	0	-17	-6
COc1ccc(NC(=O)C23CCC(C2)C(C)(C)C3=O)cc1 (stereo not drawn)	103	106	-9	102	2.3	14	-9	-5	-2	-18	-8
CC(C)(C)n1nnnc1C(c1cccs1)N(Cc1ccc(Cl)cc1)CC1CCCO1 (stereo not drawn)	103	104	-3	104	0.5	2	3	4	2	1	4
O=C(O)CCn1ncc2ccccc2c1=O	101	102	-1	103	0.1	0	1	1	0	-2	-1
Cn1c(SCC(=O)Nc2nc(C(C)(C)C)cs2)nnc1C1CC1	104	102	0	106	0.1	0	-3	-2	0	-3	-2
COc1ccc(S(=O)(=O)Nc2c(C(=O)O)[nH]c3ccccc23)cc1OC	103	106	-1	105	1.2	35	-3	-2	-4	0	-3
O=C(CSc1nc2ccccc2n1S(=O)(=O)c1ccccc1)N1CCCCC1	106	102	-2	101	2.5	6	0	0	-1	0	2
O=S(=O)(NCC(c1cccnc1)N1CCOCC1)c1ccc(Cl)cc1 (stereo not drawn)	97	100	-1	97	0.8	2	0	0	3	-2	0
O=C(Nc1cccc(Cl)c1)Nc1ccnc(-c2cccnc2)n1	95	98	3	100	-0.1	1	18	12	14	0	23
Cn1cccc1Cc1nnc(SCC(=O)NCc2ccccc2)n1-c1ccc(F)cc1	103	101	3	108	1.6	4	-1	1	0	0	0
C=CCn1c(COc2cccc3cccnc23)nnc1SCC(=O)OC	104	103	-11	104	0.8	5	-4	-4	-1	-10	-6
C=CCN1C(=O)CS/C1=N/c1nccs1	96	96	-2	100	-2.5	-1	-3	4	-2	-2	0
CCCCC(=O)NC(=S)NNC(=O)c1ccc(Cl)cc1Cl	?	99	0	97	0.4	12	-9	4	0	0	0
c1ccc(CSc2nnc3ccc(-c4ccncc4)nn23)nc1	?	98	-1	100	-0.3	1	-6	0	-3	-2	1
CCCOC(=O)c1ccc(Nc2cc(C)nc3ncnn23)cc1	102	102	-8	102	0.3	36	-5	0	2	-13	-1
Cc1cc(Cl)ccc1Oc1nc(-c2ccc(F)cc2)ccc1C#N	122	116	0	131	-0.3	0	0	3	0	2	0
CC1(C(=O)OCC(=O)Nc2cccc(S(=O)(=O)NC3=NCCCCC3)c2)CC1(Cl)Cl (stereo not drawn)	?	100	-5	101	0.2	12	-6	-2	-1	-6	-3
N#Cc1cc2c(nc1Cl)CCCC2	98	103	-2	101	0.4	2	-6	-4	-1	-2	-5
COc1ccc(C(=O)N=c2sc3ccccc3n2C)cc1OC	106	100	-3	102	-0.4	-1	-4	-2	-2	-6	0
CCOC(=O)N1CCN(C(=O)c2noc(C(C)C)c2[N+](=O)[O-])CC1	102	98	-2	93	1.3	5	-5	-3	0	-2	-6
CCC1CCCCN1C(=O)CSc1nc2c(cnn2-c2ccc(C)cc2)c(=O)[nH]1 (stereo not drawn)	97	100	-2	103	-0.8	1	-5	0	1	-10	-6
COc1ccc(N=C2NC(=O)C(CC(=O)NCCc3ccc(OC)c(OC)c3)S2)cc1 (stereo not drawn)	97	102	1	101	-0.1	-1	-4	-5	0	-4	-3

Single records, as listed above. Order of values: RGS7-Gao reg, RGS4-Gao reg, Bcl-2 Bim block, RGS8-Gao, ABCB1 block, ABCG2 block, Bim-Bcl-B, Mcl-1 Bim block, Bcl-W Bim block, Bfl-1 Bim block, Bim-Bcl-XL
COC(=O)c1cc(OC)c(OC)cc1NC(=O)c1ccc(C)cc1 in the list: 101, 89, -10, 95, 2.5, 58, -5, -3, 0, -17, -6
Cc1ccccc1NC(=O)CSCc1nc(N)nc(Nc2ccccc2C)n1 in the list: 103, 107, 0, 98, 0.6, 6, 1, 27, 10, 3, 2
COc1ccc(N=C2NC(=O)C(CC(=O)NCCc3ccc(OC)c(OC)c3)S2)cc1 (stereo not drawn) in the list: 97, 102, 1, 101, -0.1, -1, -4, -5, 0, -4, -3
C=CCn1c(COc2cccc3cccnc23)nnc1SCC(=O)OC in the list: 104, 103, -11, 104, 0.8, 5, -4, -4, -1, -10, -6

The list continues.
SMILES	RGS7-Gao reg	RGS4-Gao reg	Bcl-2 Bim block	RGS8-Gao	ABCB1 block	ABCG2 block	Bim-Bcl-B	Mcl-1 Bim block	Bcl-W Bim block	Bfl-1 Bim block	Bim-Bcl-XL
NC(=O)COc1ccccc1C(=O)O	102	103	0	104	0.0	-1	-3	0	0	-8	0
Cc1cc(N2CCCCCC2)nc2ccccc12	100	101	-3	101	-0.1	0	0	0	0	0	-1
Nn1c(SC/C=C/c2ccccc2)nnc1-c1ccncc1	103	109	0	102	0.3	2	-4	0	0	0	-3
CC(=O)NS(=O)(=O)c1ccc(NC(=O)/C=C/c2ccccc2)cc1	?	103	0	101	-0.4	0	0	4	4	0	-2
CCCCOc1ccccc1NC(=O)Cn1c(-c2nonc2N)nc2ccccc21	102	101	-1	100	0.1	1	0	0	-3	-9	0
COC(=O)[C@@]1(Cc2ccc(F)cc2)[C@H]2c3cc(C(=O)N(C)C)n(C[C@H](O)CO)c3C[C@H]2CN1C(=O)c1ccccc1	96	101	-1	101	-0.3	-3	0	-2	-1	0	-4
O=C(c1cccs1)N1N=C(c2ccccc2)CC1c1ccccc1 (stereo not drawn)	96	100	-5	100	0.8	3	-7	-3	0	-9	-3
O=P(OCC1CC1)(c1ccccc1)c1ccccc1	106	104	-2	101	0.7	8	-7	4	0	0	-5
COc1ccccc1N1CCN(C(=O)c2ccncc2)CC1	106	108	11	109	0.2	1	4	0	-4	12	-2
CCOC(=O)CSc1nnc(Cc2ccc(OC)cc2)n1-c1ccccc1	101	100	-2	99	0.1	0	-7	4	1	-6	0
O=C(Nc1cccc2c1CCCC2)c1ccc(Cl)c([N+](=O)[O-])c1	103	104	-5	101	1.1	21	-8	-5	-5	-14	-9
C[n+]1cccc(C(=O)NCC2CCCO2)c1 (stereo not drawn)	112	117	0	147*[activator]	.	.	-7	2	-1	0	-2
Cc1nc(NC(=O)/C=C/c2ccc(F)cc2)sc1C(=O)N(C)C	100	104	1	102	0.4	3	-2	-1	0	1	-4
COC(=O)CC1COc2ccccc2N1C(=O)c1cccc(Cl)c1 (stereo not drawn)	92	99	-10	103	0.3	2	-6	-5	0	-7	-9
Cc1[nH]nc2c1C1(CCOCC1)C(C#N)=C(N)O2	99	102	0	101	0.8	2	-5	-3	0	-1	-2
CCCn1nnc2ccccc2c1=O	111	109	2	106	0.3	1	-3	3	4	-1	0
COc1cccc(NC(=O)c2ccccc2-c2nc(-c3ccc(Cl)cc3)no2)c1	99	97	-5	96	0.3	5	-9	-4	0	-6	-4
COc1ccc(C(=O)NC(=S)N2CC(C)OC(C)C2)cc1 (stereo not drawn)	105	100	-5	103	0.3	3	-14	-4	-3	-6	-7
Cc1cc[n+](CC(=O)c2ccc3c(c2)OCCO3)cc1	100	103	-3	103	0.7	11	-1	-8	-8	-5	-6
CSCC[C@H](NC(=O)c1cc([N+](=O)[O-])ccc1Cl)c1nc2ccccc2[nH]1	100	100	-3	101	1.7	5	-13	-5	-4	-10	-9
CCCSc1cc(=O)n(-c2ccccc2)nc1C(=O)O	?	98	-2	98	0.4	2	-1	-2	0	-5	-1
CCOC(=O)c1oc2cccc(O)c2c1CN(Cc1ccccc1)C(C)=O	106	105	1	105	0.7	3	0	0	0	-1	-1
COC(C(=O)NC1CCCCCCC1)c1ccccc1 (stereo not drawn)	97	103	-4	104	0.2	-1	-9	-4	-4	0	-5
CCN(CCNS(=O)(=O)c1ccc2c(c1)oc(=O)n2C)c1ccccc1	99	96	-1	92	-1.0	0	0	-4	-2	-3	0
Cc1c(NC(=O)CN2C(=O)NC(C)(c3ccccc3Cl)C2=O)c(=O)n(-c2ccccc2)n1C (stereo not drawn)	96	95	-6	96	0.4	0	-5	-4	-2	-4	-7
Cc1cccc(-n2ncc3c(NCCCN4CCCC4=O)ncnc32)c1	106	105	2	101	1.4	7	0	1	1	0	0
CCN(CC)C(=O)COc1ccc(/C=C(\C#N)S(=O)(=O)c2ccccc2)cc1OC	96	101	0	100	1.1	8	-2	1	1	-3	0
Cc1cc(C)cc(C(=O)Oc2coc(CSc3nnc(NC(=O)C4CC4)s3)cc2=O)c1	102	106	-3	103	0.0	13	-11	-5	-4	-5	-7

Rows were taken by chance, and some 0.94% of all compounds hit somewhere here.
